M. tuberculosis = growth inhibition of non-replicating M. tuberculosis (AID 488890); Mycobacterium tuberculosis non-replicating, growth inhibition; higher % means a stronger effect; one-dose inhibition, % at 25 µM; IC50 in µM for titrated hits; 320,000 tested, 0.39% active; in the data active = a potency from the dose series; inconclusive = inhibition mostly from about 82% at the one dose, without a potency; inactive = the rest, 99 in 100 with inhibition below about 76%;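 also: plate controls were DMSO cells for no effect and high antibiotic wells for full effect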
H37Rv inhibition = M. tuberculosis growth inhibition, HTS (AID 449762) | M. tuberculosis H37Rv growth inhibition, 7H9 media; higher % means a stronger effect | one-dose inhibition, % at 25 µM; IC50 in µM for titrated hits | 330,000 tested, 0.59% active; in the data active = a potency from the dose series; inconclusive = inhibition above about 70% without an active follow-up result;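 also: bacterial growth assessed after seven days of incubation; strong numbers were not always called active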
VEEV TC-83 Vero = inhibitors of VEEV TC-83 cytopathic effect, confirmation, Vero cells (AID 588727); Vero cells, VEEV TC-83 cytopathic effect inhibition; higher % means a stronger effect; inhibition, % at 20 µM; hits with a dose series show IC50 in µM; 350,000 tested, 0.13% active; in the data active = a potency from the dose series; inconclusive = inhibition mostly from about 14% at the one dose, without a potency; inactive = the rest, 99 in 100 with inhibition below about 12%; also: strong numbers were not always called active
Salmonella PhoP GFP = PhoP regulon inhibitors, Salmonella typhi PhoP promoter GFP reporter, confirmatory (AID 1850) | Salmonella Typhi PhoP-promoter GFP reporter, fluorescence, 4 h; higher % means a stronger effect | one-dose inhibition, % at 50 µM; IC50 in µM for titrated hits | 310,000 tested, 0.33% active; in the data active = a potency from the dose series; inconclusive = inhibition mostly from about 25% at the one dose, without a potency; inactive = the rest, 99 in 100 with inhibition below about 19%;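 also: 0% = induced wells with vehicle and 100% = uninduced wells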
influenza NS1A = H1N1 influenza NS1A inhibitors, functional cell based assay (AID 504329). NS1A functional cell-based assay, percent inhibition; higher % means a stronger effect. inhibition, % at 12.5 µM; hits with a dose series show IC50 in µM. 340,000 tested, 0.3% active; in the data active = a potency from the dose series; inconclusive = inhibition above about 27% without an active follow-up result; also: strong numbers were not always called active
VEEV TC-83 Vero 10K pilot screen = further read-out of VEEV TC-83 Vero, marked with its call; inhibition, %; measured here: 10K pilot screen inhibition
* marks the source's active call; other numbers are inactive results; i = inactive; ? = inconclusive; . = no result given. This is a random part of the collection. Share with any hit: about 1.6%.

SMILES	M. tuberculosis	H37Rv inhibition	VEEV TC-83 Vero	Salmonella PhoP GFP	influenza NS1A	others
CCOC(=O)C1(Cc2cccc(Cl)c2)CCCN(C(=O)CCOC)C1 (stereo not drawn)	-6%	-5%	0.2%	-3%	3%
Cc1ccc(S(=O)(=O)Nc2cccc(S(=O)(=O)N3CCCC3)c2)cc1C	.	.	4.2%	.	-4%
CCCCn1nc2cc(C(=O)NC3CCc4ccccc43)ccc2c1OCC (stereo not drawn)	26%	0%	2.9%	-3%	-4%
COc1ccc(CC(=O)N/N=C/c2cc([N+](=O)[O-])cc(Br)c2O)cc1	9%	0%	0.7%	-11%	-11%
CNc1oc(-c2ccc(F)cc2)nc1S(=O)(=O)c1ccccc1	-7%	1%	i	-2%	-4%
CC(C)n1cc(/C=N/NC(=O)COc2cccc3cccnc23)c2ccccc21	-5%	-3%	12%	3%	3%
COc1cc2cc(CN(CCCN3CCOCC3)C(=O)Nc3ccccc3F)c(=O)[nH]c2cc1OC	-11%	-2%	i	4%	-7%
CC(c1ccncc1)C(C)c1ccncc1 (stereo not drawn)	-4%	3%	0.4%	9%	1%
Cc1cc(C)c(C(=O)Cn2nc(C)c([N+](=O)[O-])c2C)cc1C	-3%	5%	1.4%	-15%	2%
O=C(/C=C/c1ccc(Cl)cc1)Nc1cc(S(=O)(=O)N2CCOCC2)ccc1N1CCOCC1	3%	-4%	i	.	1%
COc1ccccc1OCCNC(=O)CCNC(=O)c1ccccc1Cl	2%	-25%	2.1%	-8%	-13%
O=[N+]([O-])c1ccc(-n2nncc2-c2ccccc2)cc1	0%	5%	0.4%	14%	0%
CCN=C1SC(C(=O)Nc2cc(Cl)cc(Cl)c2)CC(=O)N1CC (stereo not drawn)	-1%	-3%	1.6%	11%	-8%
COC(=O)c1ccc(CSc2nnc(N)s2)o1	-4%	3%	i	6%	6%
Cc1ccc(NC(=O)c2ncn(CCCNCc3ccc4c(c3)OCO4)n2)cc1C	.	.	i	.	-4%
Cc1cc(C)nc(NC(=NCCc2c[nH]c3ccccc23)NC(=O)Nc2cccc([N+](=O)[O-])c2)n1	18%	35%	1.6%	-2%	-6%
CN(CC(=O)Nc1ccccc1C(F)(F)F)C(=O)C1CC1	-6%	6%	0.1%	.	7%
N/C(=N\OC(=O)c1cccc2ccccc12)c1ccc(Br)cc1	71%	5%	i	-6%	6%
Cc1ccc(S(=O)(=O)N2CCN(C(=O)CSc3ccc(F)cc3)CC2)cc1	1%	1%	i	-1%	2%
CCN(Cc1nc2cc(Cl)ccc2c(=O)[nH]1)C(=O)COc1ccccc1Cc1ccccc1	78%	11%	1.5%	.	-9%
CSCc1cc(N(C)C)nc(SCc2ccc(Cl)cc2Cl)n1	9%	3%	i	-6%	-2%
CCN=C1SC(CC(=O)Nc2ccc(C)cc2)C(=O)N1CC (stereo not drawn)	-7%	-6%	i	-2%	0%
CN(C(=O)c1cccnc1)c1nnc(-c2cnccn2)s1	.	-5%	0.4%	5%	20%
CC1Cc2cc(/C(O)=C3/C(=O)C(=O)N(CCN4CCOCC4)C3c3ccc(N(C)C)cc3)ccc2O1 (stereo not drawn)	-1%	-4%	5.9%	13%	2%
COc1ccccc1-c1nnc(NC(=O)c2ccccc2F)o1	.	?	0.8%	7%	-9%
(more compounds)
SMILES	M. tuberculosis	H37Rv inhibition	VEEV TC-83 Vero	Salmonella PhoP GFP	influenza NS1A	others
COc1cc(NC(=O)C2CC(c3c(F)cccc3Cl)=NO2)c(OC)cc1Cl (stereo not drawn)	-25%	7%	7.3%	-5%	2%
COc1ccc(C/C(C)=N/NC(=S)Nc2ccccc2)cc1	-6%	10%	0.4%	1%	3%	VEEV TC-83 Vero 10K pilot screen=1.4
CC[n+]1oc(-c2ccccc2)cc1C	-5%	0%	0.4%	-13%	7%
CN1C(=O)C(C)(C)c2cc(S(=O)(=O)N3CCCC(C(=O)NCc4ccc(F)cc4)C3)ccc21 (stereo not drawn)	9%	-7%	6.0%	-18%	-8%
Cc1cc(Cl)ccc1OC(C)C(=O)NC(C)C1CCCO1 (stereo not drawn)	12%	-1%	i	-5%	16%
Cc1cccn2c(=O)c3cc(C(=O)NC(C)c4ccccc4)c(=N)n(CCCn4ccnc4)c3nc12 (stereo not drawn)	?	16%	2.2%	5%	-31%
CCNC(=O)CN(c1ccccc1)S(=O)(=O)c1ccc(Cl)cc1	10%	2%	i	5%	20%
CCCC1(CC(C)C)C(=O)NC(=S)NC1=O	.	.	2.4%	.	-1%
O/N=C(/CCc1ccccc1)C1(O)CCCCC1	-7%	-1%	0.9%	-9%	-5%
COC(=O)c1ccccc1NC(=O)c1cc2ncc(Br)cn2n1	-7%	1%	1.5%	6%	4%
CCn1c(CNC(=O)c2cccc(C)c2)nnc1SCC(=O)NC1CCCCC1C (stereo not drawn)	-7%	5%	i	-3%	8%
CCC(C)N(C(=O)c1csnn1)C(C(=O)NC(C)(C)C)c1ccccc1 (stereo not drawn)	11%	1%	i	8%	4%
COc1ccc(OCc2cc(C(=O)NC3Cc4ccccc4C3)no2)c(Cl)c1	-12%	-7%	0.4%	-14%	11%
Cc1cccc(C(=O)N2CCCCCC2)c1	7%	-1%	0.3%	4%	3%
Cc1nc2ccccc2nc1N1CCCCC1	.	.	1.5%	.	1%
CN(C)N1C(N)=C(C#N)C(c2cccc3ccccc23)C2=C1CC(c1ccccc1)CC2=O (stereo not drawn)	31%	45%	5.4%	-5%	5%
CCOC(=O)c1cc(C(=O)n2cc(Cl)cn2)nn1C	2%	-30%	i	-5%	3%
CC(=O)[C@@]1(O)CCC2C3CC=C4C[C@@H](O)CC[C@]4(C)C3CC[C@@]21C (stereo partly drawn)	-6%	4%	0.9%	.	-7%
Cc1nnc(SCC(=O)Nc2ccc(Br)cc2)n(N)c1=O	-21%	-16%	8.1%	10%	8%
Nc1ccc(-c2ccc(N)cc2C(F)(F)F)c(C(F)(F)F)c1	-3%	1%	1.2%	7%	-13%
Nc1ccc(S(=O)(=O)N2CCCCC2c2cccnc2)cc1 (stereo not drawn)	.	0%	i	-11%	3%
COc1ccc(-c2nc3c4ccccc4ccn3c2CN2CCCCC2)cc1OC	13%	-4%	2.1%	8%	4%
COc1cccc2cc(C(=O)N3CCN(C(=O)c4ccccc4)CC3)c(=O)oc12	-4%	8%	0.4%	14%	9%
CC1(C)CC(NC(=O)Cc2ccc(Cl)cc2)CC(C)(C)N1	4%	-2%	0.3%	-11%	-6%
NCCCC[C@H]1CNC(=S)N1CC1(c2ccccc2)CC1	25%	0%	1.7%	4%	-11%
Following part
SMILES	M. tuberculosis	H37Rv inhibition	VEEV TC-83 Vero	Salmonella PhoP GFP	influenza NS1A	others
Cc1cc(C(=O)NC2CCCc3ccccc32)no1 (stereo not drawn)	34%	-2%	2.1%	-7%	9%
CCOC(=O)C1(C/C(C)=N/NC(N)=O)CC(C)(C)OC1=O (stereo not drawn)	-8%	6%	0.5%	5%	14%
CCCCNC(=O)c1sc2nc(C)cc(COC)c2c1-n1cccc1	5%	-9%	i	23%	0%
Cc1ccc(NC(=O)COC(=O)CCc2c[nH]c3ccccc23)c(C)c1	?	?	0.1%	.	-3%
COc1ccc(N(CC(=O)Nc2ccc(C(N)=O)cc2)S(=O)(=O)c2ccc(C)c([N+](=O)[O-])c2)cc1	3%	1%	0.0%	1%	-2%
COC(=O)c1ccc(/C=N/NC(=O)CC(=O)NCc2cccnc2)cc1	-24%	-7%	1.0%	6%	.
Cc1ccc(C)n1-n1cnc2sc3c(c2c1=O)CCC3	14%	-14%	i	14%	1%
Cc1[nH]nc2c1-c1nc3ccccc3nc1C(C)(C)C2	51%	66%	7.5%	12%	0%
CN(C)C1=NC(N(C)C)=NP(N(C)C)(N(C)C)=N1	-5%	0%	2.0%	-2%	-2%
CCOC(=O)C[n+]1ccc2c([nH]c3ccccc32)c1C	-18%	1%	0.7%	-6%	0%
CCC(C)c1ccccc1NC(=O)COc1ccc(-c2nnco2)cc1 (stereo not drawn)	.	.	0.9%	.	0%
NC(=O)COc1ccc(C(=O)NCC2(N3CCOCC3)CCCCC2)cc1	12%	-5%	3.8%	.	-4%
COc1ccccc1-c1ccc(/C=C2/C=C(C)OC2=O)o1	67%	2%	4.5%	-3%	4%
O=C(COC(=O)/C=C/c1ccc(C(F)(F)F)cc1)NCc1ccco1	32%	-9%	0.7%	-1%	-10%
CCc1c(C)nc(N2CCN(c3ccc(F)cc3)CC2)[nH]c1=O	7%	0%	1.6%	-5%	-6%
CCOc1ccc(N(CC(=O)N/N=C/c2ccc(OC(C)C)cc2)S(C)(=O)=O)cc1	8%	-3%	1.0%	-3%	4%
CN(C(=O)c1ccco1)c1nc2c(s1)CCCC2	17%	-3%	3.6%	1%	10%
CCOC(=O)Nc1c(C(=O)OC)[nH]c2cccc(OC)c12	3%	4%	1.4%	-4%	1%
Cc1ccc2cc(/C=N/NC(=O)c3ccccc3O)c(Cl)nc2c1	3%	10%	9.7%	-8%	-3%
CC(C)c1ccc(NC(=O)COC(=O)c2ccc(CN3CCCC3=O)cc2)cc1	-15%	-1%	1.1%	.	-2%
CCN(CC)c1ccc(NC(=O)CSc2n[nH]c(-c3ccco3)n2)cc1	35%	68%	1.7%	3%	7%
O=C(CC1C(=O)NCCN1Cc1ccc(-c2ccccc2)cc1)NCc1ccccc1 (stereo not drawn)	49%	60%	5.7%	7%	-18%
CC(C)(C)c1nnc(N/N=C/c2ccc(Br)cc2)n(N)c1=O	12%	14%	12%	-5%	-6%
CSc1ccccc1Nc1ncnc(N)n1	-4%	8%	1.0%	4%	-1%
COc1cccc(NC(=O)Nc2cccn(Cc3ccccc3)c2=O)c1	14%	-3%	7.5%	3%	7%

The last seven records of the part before are carried over, then new ones follow:
SMILES	M. tuberculosis	H37Rv inhibition	VEEV TC-83 Vero	Salmonella PhoP GFP	influenza NS1A	others
Cc1ccc2cc(/C=N/NC(=O)c3ccccc3O)c(Cl)nc2c1	3%	10%	9.7%	-8%	-3%
CC(C)c1ccc(NC(=O)COC(=O)c2ccc(CN3CCCC3=O)cc2)cc1	-15%	-1%	1.1%	.	-2%
CCN(CC)c1ccc(NC(=O)CSc2n[nH]c(-c3ccco3)n2)cc1	35%	68%	1.7%	3%	7%
O=C(CC1C(=O)NCCN1Cc1ccc(-c2ccccc2)cc1)NCc1ccccc1 (stereo not drawn)	49%	60%	5.7%	7%	-18%
CC(C)(C)c1nnc(N/N=C/c2ccc(Br)cc2)n(N)c1=O	12%	14%	12%	-5%	-6%
CSc1ccccc1Nc1ncnc(N)n1	-4%	8%	1.0%	4%	-1%
COc1cccc(NC(=O)Nc2cccn(Cc3ccccc3)c2=O)c1	14%	-3%	7.5%	3%	7%
CCS(=O)(=O)CCSc1nc2ccccc2s1	12%	0%	1.4%	0%	12%
c1cc(-c2nnc3n2CCCCC3)ccn1	-9%	2%	i	-3%	-10%
Cc1ccc(OCC(=O)NNC(=O)Cc2ccc(S(=O)(=O)N3CCOCC3)s2)cc1	-12%	7%	1.0%	-3%	-24%
CC(C)CNC(=O)CSc1nnc(-c2ccccn2)n1Cc1ccccc1	1%	-2%	0.4%	-3%	2%
O=C(c1cc(-c2ccc(F)cc2)nc2ccccc12)N1CCC1	9%	2%	7.2%	.	9%
CCOC(=O)[C@@H]1[C@H]2COc3ccccc3[C@@H]2N2C(=O)N(c3cccc(F)c3)C(=O)[C@]12C	1%	-5%	0.7%	2%	4%
CCC(=O)Oc1cccc(C(=O)Nc2ccc(-c3nnc(-c4ccco4)o3)cc2)c1	58%	4%	2.1%	-8%	-13%
CCOC(=O)c1nn(-c2ccc(C)cc2)c(=O)cc1OCC(=O)N1CCN(c2ccccc2)CC1	6%	11%	0.5%	-4%	3%
CC(=O)c1ccc2c(c1)N(C)c1ccccc1S2	10%	7%	0.9%	1%	-19%
O=C1c2ccccc2S(=O)(=O)c2cc(N3CCN(c4ccccc4)CC3)ccc21	-3%	9%	.	1%	.
O=C1CCCC(NCCCCCCNC2=C([N+](=O)[O-])C(=O)CCC2)=C1[N+](=O)[O-]	.	.	4.3%	.	-3%
Cc1c(O)c(=O)n(-c2ccccc2)n1C	1%	100%	0.2%	-6%	0%
COC(=O)c1c(NC(=O)CSc2nnc(C)c(=O)[nH]2)sc(C)c1C	8%	25%	0.5%	-6%	6%
CC(C)CC(=O)Nc1ccccc1-c1nnn(CC(=O)N2CCOCC2)n1	-10%	-3%	0.1%	-1%	-1%
